FXIa inh: inhibitors of human coagulation factor XIa; purified FXIa, Boc-Glu-Ala-Arg-AMC fluorogenic substrate; inhibition, % at 5 µM; 0.14% of 220,000 active; AID 798;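 active = inhibition of at least 40%; inactive = inhibition below 40%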;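 also: fluorescence of freed AMC excited at 355 nm; 0% = enzyme without compound and 100% = no enzyme blank; many of its hits are not listed in these tables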
Runt-SMMHC FRET: blocks binding of human RUNX1 Runt domain to CBFb-SMMHC; 0.74% of 220,000 active; Q01196+Q13951; Cerulean-Runt/Venus-CBFb-SMMHC FRET ratio 530/480, 1 h; inhibition, % at 20 µM;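 active = mean inhibition across duplicate retests at 20 µM reaching about 50%, limit read from the data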;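 also: 0% = DMSO wells and 100% = wells with excess untagged CBFb-SMMHC; inhibitors lower the FRET ratio by blocking Runt binding to CBFb-SMMHC; some results filed as inactive read as strong as hits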
Thrombin inh: inhibitors of human thrombin | inhibition, % at 5 µM | alpha-thrombin, Boc-VPR-AMC fluorogenic substrate cleavage | AID 1046 | P00734 | 0.26% of 220,000 active;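 active = inhibition at or above 40%; inactive = inhibition below 40%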;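 also: 0% = enzyme with no compound and 100% = wells without enzyme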
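signal = AMC fluorescence, 355/460 nm | material = human alpha-thrombin enzyme | control set = enzyme without compound as high, wells lacking enzyme as low | times = reaction at room temperature | read-out basis = percent inhibition scaled between no-compound controls and no-enzyme blanks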
Hck-Nef inh: human Hck-Nef kinase inhibition; Recombinant Hck-YEEI plus Nef, Z-Lyte FRET kinase assay; inhibition, % at 20 µM; 0.68% of 220,000 active; AID 463187;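 active = Hck-Nef kinase inhibition above about 50%, limit read from the data; inactive = inhibition below that limit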;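 also: 0% = DMSO with Hck plus Nef and 100% = Hck alone without Nef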
FXIIa inh 1536: blocks human coagulation factor XIIa protease activity; P00748; purified FXIIa, Boc-QGR-AMC fluorogenic substrate, 2 h; AID 800; 0.3% of 220,000 active; inhibition, % at 5 µM; in the data active = inhibition above about 40%;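 also: 0% = enzyme with no compound and 100% = blank without enzyme; many of its hits are not listed in these tables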
Target sequence (P00748 20-372 limits assumed): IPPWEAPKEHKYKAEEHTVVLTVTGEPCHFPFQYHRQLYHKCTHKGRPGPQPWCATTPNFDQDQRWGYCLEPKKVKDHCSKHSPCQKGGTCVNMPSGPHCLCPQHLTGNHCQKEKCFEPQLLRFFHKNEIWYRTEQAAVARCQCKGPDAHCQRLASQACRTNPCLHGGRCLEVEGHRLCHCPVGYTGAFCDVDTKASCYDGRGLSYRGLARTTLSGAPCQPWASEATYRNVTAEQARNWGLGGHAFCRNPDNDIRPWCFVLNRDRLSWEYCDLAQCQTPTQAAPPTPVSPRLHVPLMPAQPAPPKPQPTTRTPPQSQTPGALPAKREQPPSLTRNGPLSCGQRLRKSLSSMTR
Target sequence (P00748 373-615 limits assumed): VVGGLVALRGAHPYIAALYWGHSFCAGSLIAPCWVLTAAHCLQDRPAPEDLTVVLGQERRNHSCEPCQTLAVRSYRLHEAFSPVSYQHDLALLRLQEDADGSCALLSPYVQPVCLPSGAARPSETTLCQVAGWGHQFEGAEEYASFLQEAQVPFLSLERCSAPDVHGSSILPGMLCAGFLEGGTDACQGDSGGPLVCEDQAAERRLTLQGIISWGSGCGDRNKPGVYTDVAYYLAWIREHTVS
KLK5 inh: inhibitors of human kallikrein 5. inhibition, % at 5 µM. 0.59% of 210,000 active. recombinant hK5, fluorogenic AMC substrate cleavage. Q9Y337. AID 873;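 active = inhibition of 40% or more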;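 also: 0% = enzyme controls without compound and 100% = no-enzyme blanks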
Target sequence (Q9Y337 67-293 limits assumed): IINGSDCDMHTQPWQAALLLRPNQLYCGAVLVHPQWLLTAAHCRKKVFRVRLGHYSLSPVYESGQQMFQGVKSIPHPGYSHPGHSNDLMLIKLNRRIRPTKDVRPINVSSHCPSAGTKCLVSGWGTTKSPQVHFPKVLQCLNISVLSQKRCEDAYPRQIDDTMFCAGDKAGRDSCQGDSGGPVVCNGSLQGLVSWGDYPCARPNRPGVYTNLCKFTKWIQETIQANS
Runt-CBFb FRET: inhibitors of human RUNX1 Runt domain binding to CBFb; Q01196+Q13951; Cerulean-Runt/Venus-CBFb FRET ratio 530/480, 1 h; inhibition, % at 20 µM; 0.46% of 220,000 active; AID 1496;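 active = inhibition over about 50% at 20 µM in the single-dose screen, limit read from the data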;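 also: 0% = DMSO wells and 100% = excess unlabeled CBFb competitor control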
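Reagent – Venus-CBFb binding partner, 100 nM · Assay system – Cerulean-tagged RUNX1 Runt domain (FRET donor) fusion protein · Input – 100 nM per protein · Incubation – two 1 h room-temperature incubations shielded from light · Measured by – FRET fluorescence · Medium – Tris buffer pH 7.5 with salts and BSA · Benchmarks – unlabeled CBFb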
Wee1 stabilizer: inhibitors of human Wee1 degradation | reporter increase, % at 5 µM | 1.2% of 220,000 active | HeLa Luc-Wee1K328M stability, luciferase luminescence; 100% = proteasome inhibitor MG132 effect | AID 1321 | P30291;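 active = activation above the mean of all tested compounds plus 3 SD, set per screening run, cut at about 8.8% in these data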;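 also: cells exposed to compound for 20 h before luminescence read; 0% = DMSO alone and 100% = MG132 at 30 µM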
14-3-3 Bad inh: disrupts binding of bovine 14-3-3 zeta to phospho-Bad peptide. TR-FRET 14-3-3zeta/Dy647-pBad peptide displacement, 1 h. inhibition, % at 21.7 µM. P63103. 0.71% of 220,000 active;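 active = inhibition above about 70%, limit read from the data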;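 also: 0% = full 14-3-3 plus peptide FRET controls and 100% = background without 14-3-3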
Numbers without * were called inactive; / = no result given; [ ] = another dose, or the depositor's remark.

Runt-CBFb FRET,FXIIa inh 1536,Thrombin inh,KLK5 inh,FXIa inh,Runt-SMMHC FRET,Wee1 stabilizer,Hck-Nef inh,14-3-3 Bad inh,Structure
-3,8,-2,-5,-5,1,-2,0,3,N#Cc1nc(Cc2cccc3ccccc23)oc1NCCCN1CCOCC1
-2,-16,-15,-36,-6,-6,2,0,-3,COc1cccc(CN(C)C(=O)c2ccc3nccnc3c2)c1
-3,4,-3,-6,6,-1,-2,21,-12,COc1ccc(C(CNC(=O)c2ccco2)N2CCCCC2)cc1 (stereo not given)
0,-6,18,14,-1,0,0,1,38,CCOC(=O)Cc1cc(=O)c2c(=O)n(-c3ccccc3)[nH]c2[nH]1
-5,3,-8,-24,0,-7,-1,59*,1,CCOC(=O)c1ccc(NC(=O)Cn2ncc(Cl)c(Cl)c2=O)cc1
-1,4,-5,-16,-6,1,1,0,9,COC(=O)c1c[nH]n2c(=O)c(Cl)c(C)nc12
0,3,-3,-4,-5,2,1,2,-2[fluorescence artefact?],CO/N=C/c1ccc(Oc2ccc(C)cc2)nc1
-27,17,5,5,6,-31,-1,0,8,COc1ccc(/C=C/C(=O)c2nc3ccccc3n2CC(=O)c2ccc(OC)cc2)cc1
0,12,4,-7,-5,0,3,16,1,Cc1nc2c(ncn2-c2ccccc2)c(=O)n1NC(=O)CN1CCOCC1
0,6,-4,-12,-1,1,3,5,-1,O=C(NC(c1ccccc1)C(Cl)(Cl)Cl)c1ccccc1 (stereo not given)
0,13,2,4,3,1,-1,26,-6,CSc1nc(Cl)cc(=O)[nH]1
2,7,2,0,0,-2,-3,24,2,Cc1sc2ncn(CC(=O)N3CCOCC3)c(=O)c2c1-c1ccccc1
-5,8,9,2,-1,-7,-2,21,-20,CC(C)(C)c1ccc(NC(=O)CNC2CCCc3ccccc32)cc1 (stereo not given)
-6,-5,6,-11,-2,-4,-1,0,-9,COc1cccc(-c2cc(C(F)(F)F)nc(-n3cc(Cl)cn3)n2)c1
2,12,-1,13,6,3,-2,-1,0,O=C(c1ccc(Cl)cc1)N1CCCCC(Sc2nnc(-c3ccc4c(c3)OCO4)o2)C1=O (stereo not given)
-1,-4,8,-24,-6,2,-3,3,70,O=C(N/N=C/c1cccnc1)c1cc2c(ccc3ccccc32)o1
1,0,-2,-9,-6,3,5,18,-1,O=C(Nc1ccc(Cl)cc1)c1ccc(OCC2CCCO2)cc1 (stereo not given)
2,-4,0,-19,-2,-5,5,-21,-6,Cn1cc(C(=O)c2cccc(Cl)c2Cl)cc1C#N
-4,15,2,-2,8,3,0,28,-4[fluorescence artefact?],CC(C)(C)c1cc(/C=N/O)cc(C(C)(C)C)c1O
0,12,2,1,1,-2,1,23,9,CCc1cc2c(=O)c(-c3nc(C)cs3)coc2cc1O
-1,16,2,20,4,2,3,10,-6,CCCCN1C(=O)C(=O)N(CC(=O)N2N=C3/C(=C/c4ccco4)CCCC3C2c2ccco2)C1=O (stereo not given)
-1,8,0,10,1,14,1,-22,0,COc1cccc(CC(=O)Nc2cc(S(=O)(=O)N3CCOCC3)ccc2N2CCOCC2)c1
2,6,-2,2,1,2,4,10,-5,CC(=O)NC(NC(=S)Nc1ccc(C)cc1C)C(Cl)(Cl)Cl (stereo not given)
0,10,-4,2,1,-4,-1,8,9,CSc1nc(N)nc(SCCS(=O)(=O)c2ccc(Cl)cc2)c1C#N
8,13,1,-7,4,4,-1,-19,-8,O=c1[nH]c2c(s1)C(c1ccco1)C1C3CCC(C3)C1S2 (stereo not given)
-1,17,0,0,-4,5,-2,0,3,COCCN(C(=O)c1cccc(OC)c1)c1nnc(-c2ccncc2)s1
0,3,25,15,-7,2,3,-1,-8,Cc1ccc(S(=O)(=O)N2CCN(Cc3ccccc3)CC2)c(C)c1N(C)S(=O)(=O)c1ccccc1
0,14,4,-14,2,0,6,0,6,CC(C)CCNC(=O)C12CN(Cc3ccccc3)CC1C(c1cccc([N+](=O)[O-])c1)=NO2 (stereo not given)
2,16,5,7,-16,-4,0,4,11[fluorescence artefact?],CCNc1nc(OC)nc(Oc2ccc(C(=O)OC)cc2)n1
1,6,-6,-11,-2,0,-2,10,3[fluorescence artefact?],N#Cc1cn(CC(=O)N2CCCc3ccccc32)c2ccccc12

Some values from the entries so far.
Runt-CBFb FRET result of `CCc1cc2c(=O)c(-c3nc(C)cs3)coc2cc1O` = 0
KLK5 inh result of `Cn1cc(C(=O)c2cccc(Cl)c2Cl)cc1C#N` = -19

Other compounds follow:
Runt-CBFb FRET,FXIIa inh 1536,Thrombin inh,KLK5 inh,FXIa inh,Runt-SMMHC FRET,Wee1 stabilizer,Hck-Nef inh,14-3-3 Bad inh,Structure
27,16,2,-5,11,-2,2,11,21,Oc1cccc2c(NC(=S)Nc3ccc(OC(F)F)cc3)cccc12
-2,12,3,2,-2,2,-3,2,-2,CC(C)Nc1nc(NC(C)C)nc(OCCOC(=O)Nc2ccccc2)n1
2,12,0,2,-3,5,6,2,-1,Cc1ccc(C(C(=O)NC2CCCCC2)N(C(=O)Cc2c[nH]c3ccccc23)c2ccccc2C)o1 (stereo not given)
-3,10,-7,-6,9,3,1,0,6,O=C(CCCOc1ccc(Cl)cc1Cl)N/N=C/c1ccccc1
23,21,5,-4,4,19,3,27,2,O=C(NCc1ccco1)c1ccc2c(c1)C(=O)c1ccccc1-2
-1,11,-4,5,-1,1,1,27,-2,O=C(CSc1n[nH]c(-c2ccccc2)n1)NCc1cccc(C(=O)O)c1
1,-4,-14,-8,-3,-4,-2,27,-6,O=C(Nc1cccc(NC(=O)c2ccc3c(c2)OCO3)c1)c1ccccc1
-3,6,-12,6,-2,-3,-1,25,7,CC(=O)c1ccc(N2CCN(C(=O)CCCn3c(=O)[nH]c4ccccc4c3=O)CC2)cc1
0,1,-6,-2,3,-14,-2,39,-3,Cc1cc(C(=O)N/N=C/c2ccc(-c3cccc(Cl)c3)o2)n[nH]1
-12,7,-2,-2,-7,-90,4,-1,11,CCOc1ccc2cc(C#N)c(SCC(=O)OC)nc2c1
-2,11,16,8,5,-1,5,-51,8,Cc1ccc(CS(=O)(=O)Cc2ccc(C(=O)NCc3cccs3)o2)cc1
-3,8,-1,-9,1,-6,0,4,-2,O=C(Nc1ccc(C(F)(F)F)cc1)c1ccc2nc[nH]c2c1
2,8,3,-1,2,0,/,21,1,CC(C)[C@H]1C=C(C(=O)O)O[C@@H](OCCCCO)C1
-2,14,3,2,1,0,-1,37,-21,COc1cccc(/C=N/NC(=O)c2c(C)nc3ccc(Br)cn23)c1
43,10,-1,4,9,10,8,-43,-9,CN(C)c1nc(=NCc2ccco2)ss1

A portion taken from the entries so far, for reference:
Runt-CBFb FRET,FXIIa inh 1536,Thrombin inh,KLK5 inh,FXIa inh,Runt-SMMHC FRET,Wee1 stabilizer,Hck-Nef inh,14-3-3 Bad inh,Structure
0,-6,18,14,-1,0,0,1,38,CCOC(=O)Cc1cc(=O)c2c(=O)n(-c3ccccc3)[nH]c2[nH]1
-5,3,-8,-24,0,-7,-1,59*,1,CCOC(=O)c1ccc(NC(=O)Cn2ncc(Cl)c(Cl)c2=O)cc1

New compounds follow:
Runt-CBFb FRET,FXIIa inh 1536,Thrombin inh,KLK5 inh,FXIa inh,Runt-SMMHC FRET,Wee1 stabilizer,Hck-Nef inh,14-3-3 Bad inh,Structure
-2,15,-5,-7,10,-2,2,22,11,O=C1c2ccccc2C(O)N1CCN1CCOCC1 (stereo not given)
0,4,-1,-23,2,2,-2,-3,-1,COCc1cccc(NC(=O)CCc2ccccc2)c1
-1,6,-14,-2,-5,3,3,18,19,C=CCn1c(O)c(N=O)c2cc(C)ccc21
-4,-5,-10,-20,-7,-53,-4,-7,-1,CCCCNC(=O)COC(=O)c1c2c(nc3ccccc13)/C(=C/c1cccs1)CC2
0,9,0,-9,3,-1,1,3,1,N#Cc1nc(Cc2ccccc2)oc1NCc1cccnc1
-4,14,1,-2,2,-3,-2,1,52[fluorescence artefact?],COc1ccc(C(c2nnnn2CC2CCCO2)N2CCN(c3ccc(F)cc3)CC2)cc1 (stereo not given)
10,12,-2,-3,2,1,-4,-6,-20,COc1ccc2cc(/C(C)=N/NC(=S)Nc3cc(S(=O)(=O)N4CCOCC4)ccc3N3CCOCC3)ccc2c1
2,3,0,3,2,-2,-3,4,0,COc1ccc(S(=O)(=O)N2CCCCCC2)cc1NC(=O)Cc1ccccc1F
-1,6,2,-29,-10,4,-2,4,0,O=S(N1CCCCCC1)C12CC3CC(CC(C3)C1)C2 (stereo not given)
4,7,-11,-4,0,1,-1,33,-15,Cc1ccc(-c2csc(Nc3ccccc3)[n+]2CCc2ccccc2)cc1
-3,13,3,-6,-2,2,1,0,-6,CC1(C)CC(=O)NC=C(c2ccccc2)C1
1,-4,-20,-11,-4,0,-2,2,4[fluorescence artefact?],O=C(Nc1ccccc1F)c1ccccc1-c1ccccc1

Arranged by the number under Hck-Nef inh (low to high): seven of the compounds above.
Runt-CBFb FRET,FXIIa inh 1536,Thrombin inh,KLK5 inh,FXIa inh,Runt-SMMHC FRET,Wee1 stabilizer,Hck-Nef inh,14-3-3 Bad inh,Structure
10,12,-2,-3,2,1,-4,-6,-20,COc1ccc2cc(/C(C)=N/NC(=S)Nc3cc(S(=O)(=O)N4CCOCC4)ccc3N3CCOCC3)ccc2c1
0,4,-1,-23,2,2,-2,-3,-1,COCc1cccc(NC(=O)CCc2ccccc2)c1
-3,13,3,-6,-2,2,1,0,-6,CC1(C)CC(=O)NC=C(c2ccccc2)C1
1,-4,-20,-11,-4,0,-2,2,4[fluorescence artefact?],O=C(Nc1ccccc1F)c1ccccc1-c1ccccc1
-1,6,2,-29,-10,4,-2,4,0,O=S(N1CCCCCC1)C12CC3CC(CC(C3)C1)C2 (stereo not given)
-2,15,-5,-7,10,-2,2,22,11,O=C1c2ccccc2C(O)N1CCN1CCOCC1 (stereo not given)
4,7,-11,-4,0,1,-1,33,-15,Cc1ccc(-c2csc(Nc3ccccc3)[n+]2CCc2ccccc2)cc1

From PubChem
